Bcl-xL primary: inhibitors of human Bcl-xL, primary screen, biochemical, fluorescence polarization, HTS | 0.7% of 320,000 active | GST-Bcl-xL / FITC-Bim BH3 peptide fluorescence polarization | inhibition, % at 10.9 µM | Bcl-2-like protein 1 (Homo sapiens), Q07817 | AID 2129, 2009;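 active = inhibition above the mean of all tested compounds plus 3 SD, cutoff set per campaign, cut at about 30% in these data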;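 also: 0% = DMSO wells and 100% = unlabeled Bim-BH3 peptide competitor; inhibitors lower millipolarization by displacing the labeled peptide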
PME-1 inh: PME-1 inhibitors via competitive probe labeling, primary screen, biochemical, fluorescence polarization, FP-Rh probe, HTS; Protein phosphatase methylesterase 1 (Homo sapiens), Q9Y570; recombinant PME-1; inhibition, % at 5.9 µM; 0.53% of 320,000 active; AID 2130, 2009;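 active = inhibition above the campaign mean of all compounds plus 3 SD, cut at about 26% in these data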;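 also: competitive labeling of PME-1 active site by serine hydrolase directed probe; 0% = PME-1 with DMSO and 100% = wells lacking PME-1 enzyme; inhibitors block probe labeling so polarization falls and inhibition rises; many of its hits are not listed in these tables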
MCL1-BIM inh: inhibitors of MCL1 binding to BIM-BH3, primary screen, biochemical, fluorescence polarization; Induced myeloid leukemia cell differentiation protein Mcl-1 (Homo sapiens), Q07820; GST-MCL1 / FITC-Bim-BH3 fluorescence polarization; inhibition, % at 10.9 µM; 0.68% of 320,000 active;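 active = inhibition above the mean inhibition of all tested compounds plus 3 SD, set per campaign, cut at about 40% in these data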;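 also: 0% = DMSO wells and 100% = unlabeled Bim-BH3 peptide control; higher means more loss of mP so more displacement of Bim peptide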
Fam108B counter: mouse Fam108B serine hydrolase inhibitors, primary screen, counter-screen for RBBP9 inhibitor project, biochemical, fluorescence polarization. recombinant Fam108B, FP-Rh probe fluorescence polarization. inhibition, % at 9.51 µM. 0.33% of 300,000 active. AID 1947, 2009;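 active = inhibition above the screen mean inhibition plus 3 SD, computed separately per campaign, cut at about 18% in these data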;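 also: inhibitors lower polarization as less probe binds the enzyme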
Efflux pump mplx: inhibitors of Candida efflux pumps in yeast, primary screen, S. cerevisiae, Nile Red, multiplex; S. cerevisiae Candida pump triplex; 0.44% of 330,000 active; inhibition, % at 10 µM;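 active = plate passing quality check with inhibition over a set limit, or well fluorescence over plate mean plus 4 SD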;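 also: Nile Red retained in pooled yeast measured as flow cytometry median fluorescence; 0% = buffer negative control and 100% = Enniatin B positive control; higher means more Nile Red kept so more efflux inhibition; some compounds called inactive have numbers as strong as hits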
VLA-4 inh: inhibition in human VLA-4 binding assay, primary screen, VLA-4 allosteric modulator project, MLPCN library, flow cytometry, VLA-4 expressing cells. ligand binding flow cytometry. inhibition, % (about 7 µM as worked out from the volumes in the protocol). AID 2557, 2010. Integrin alpha-4 (Homo sapiens), P13612. 0.2% of 330,000 active; in the data active = inhibition above about 50%
Target sequence (P13612 whole entry, looked up): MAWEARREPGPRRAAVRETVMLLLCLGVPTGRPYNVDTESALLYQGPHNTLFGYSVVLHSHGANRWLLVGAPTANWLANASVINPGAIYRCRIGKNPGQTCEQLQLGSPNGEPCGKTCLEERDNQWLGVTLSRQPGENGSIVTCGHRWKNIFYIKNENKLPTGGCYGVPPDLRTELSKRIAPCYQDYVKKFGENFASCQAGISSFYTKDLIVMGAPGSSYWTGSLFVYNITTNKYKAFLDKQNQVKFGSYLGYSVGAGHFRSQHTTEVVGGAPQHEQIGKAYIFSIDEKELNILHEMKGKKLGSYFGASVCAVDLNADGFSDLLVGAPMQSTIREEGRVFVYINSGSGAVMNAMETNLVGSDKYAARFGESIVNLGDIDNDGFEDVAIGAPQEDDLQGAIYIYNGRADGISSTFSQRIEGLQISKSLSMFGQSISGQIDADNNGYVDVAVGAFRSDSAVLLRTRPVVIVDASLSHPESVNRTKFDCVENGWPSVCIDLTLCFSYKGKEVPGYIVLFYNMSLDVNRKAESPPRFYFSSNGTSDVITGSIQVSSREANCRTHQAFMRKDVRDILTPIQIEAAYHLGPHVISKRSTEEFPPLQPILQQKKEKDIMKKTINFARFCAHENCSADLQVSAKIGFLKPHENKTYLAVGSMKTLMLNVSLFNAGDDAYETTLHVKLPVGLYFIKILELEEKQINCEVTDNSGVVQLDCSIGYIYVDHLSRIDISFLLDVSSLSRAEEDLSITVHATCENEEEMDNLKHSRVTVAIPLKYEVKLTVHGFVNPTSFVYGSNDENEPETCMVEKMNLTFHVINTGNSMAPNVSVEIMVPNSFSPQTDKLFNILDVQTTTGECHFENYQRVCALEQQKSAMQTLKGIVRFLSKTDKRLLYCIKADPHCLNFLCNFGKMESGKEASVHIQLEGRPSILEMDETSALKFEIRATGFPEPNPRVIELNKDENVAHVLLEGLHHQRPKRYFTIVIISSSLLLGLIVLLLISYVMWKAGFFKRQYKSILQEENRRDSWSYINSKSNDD
MEX-5 binding: MEX-5 zinc finger RNA-binding disruptors – biochemical, C. elegans, fluorescence polarization, MLPCN library, primary screen; 0.38% of 300,000 active; Zinc finger protein mex-5 (Caenorhabditis elegans), Q9XUB2; activity score (negative = inhibition of binding), % at 10 µM; MEX-5/FITC-TCR2 RNA binding; stronger effect = lower value;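 active = inhibition past about -25% in most replicates, and total fluorescence under double the plate's negative control median, limit read from the data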;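 also: 0% = DMSO and -100% = 5 µM competing unlabeled TCR2 RNA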
GLD-1 TGE inh: GLD-1/TGE RNA complex disruptors, primary screen, biochemical, fluorescence polarization; Female germline-specific tumor suppressor gld-1 (Caenorhabditis elegans), Q17339; AID 2280, 2010; purified GLD-1 + fluorescein TGE RNA; 0.44% of 320,000 active; inhibition, % at 5.96 µM;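 active = percent inhibition above a per-plate cutoff, the plate mean of test compounds plus 3 SD, cut at about 30% in these data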;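 also: 0% = DMSO wells with GLD-1 and probe and 100% = wells lacking GLD-1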
GRK2 aptamer HTS: compounds blocking aptamer binding on GRK2 – biochemical, human GRK2, bead flow cytometry, HTS, primary screen; inhibition of aptamer binding, % at 10 µM; 0.59% of 330,000 active; AID 488847, 2010; FAM-aptamer displacement from GRK2; Beta-adrenergic receptor kinase 1 (Homo sapiens), P25098;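 active = inhibition of aptamer binding above 40%, roughly 3 SD of noise, on plates passing a quality check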;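 also: median bead fluorescence of bound FAM aptamer so fluorescent compounds give negative values; no value below 0 was filed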
* hit, by the source's call; nt = no result given.

SMILES	Bcl-xL primary	PME-1 inh	MCL1-BIM inh	Fam108B counter	Efflux pump mplx	VLA-4 inh	MEX-5 binding	GLD-1 TGE inh	GRK2 aptamer HTS
CC1Cc2ccccc2N1C(=O)C1CCCCN1S(=O)(=O)c1ccccc1 (stereo unspecified)	1.0	1.5	-4.3	0.4	0.3	-8.9	-0.3	6.2	0.0
O=C(O)/C=C/C(=O)Nc1ccc(C(=O)c2ccccc2)cc1	9.7	0.0	-2.5	-3.6	-0.2	10.1	-0.6	-5.8	1.0
O=C(Cn1nc(-c2ccccc2)ccc1=O)NCCCN1CCOCC1	-2.8	-4.2	-9.1	-2.1	-0.2	-2.6	2.2	6.5	0.0
O=S(=O)(Cc1ccccc1)Nc1ccccc1Br	7.2	3.6	20.3	1.0	0.0	5.3	1.6	4.4	4.0
CCC(CC)c1nnc(NC(=O)C2CC(=O)N(C3CCCC3)C2)s1 (stereo unspecified)	2.3	5.2	2.6	2.6	0.0	-10.7	-1.4	5.0	3.0
COCCN(C(=S)Nc1cccc(OC)c1)C1CCN(C(C)C)CC1	6.5	-5.2	5.4	3.3	0.0	-5.6	1.6	6.2	1.0
O=C(Nc1ccccc1)N1CCSc2ccccc21	4.4	4.6	0.9	-0.2	0.1	-3.3	2.2	0.3	0.0
Cc1cc(NS(=O)(=O)c2ccccc2)no1	-0.3	3.3	1.4	-0.7	0.1	20.1	0.8	1.3	0.0
COC(=O)C1=C(C)NC(=O)NC1c1ccc(OC(=O)c2ccco2)cc1 (stereo unspecified)	2.2	0.3	7.8	-0.1	-0.1	3.9	1.8	11.5	0.0
CCOc1ccccc1NC(=O)C(c1ccccc1)N1CCN(CC(=O)N2CCOCC2)CC1 (stereo unspecified)	-2.4	7.0	-4.5	nt	0.1	-1.4	nt	3.8	6.0
Cc1ccc(C(=O)O)cc1-c1ccc(/C=C2/NC(=O)N(c3ccccc3)C2=O)o1	21.5	-5.8	52.3*	1.4	0.0	-1.6	0.0	-0.7	19.0
COc1ccc(C)cc1NC(=O)CN1C(=O)COc2ccc(S(=O)(=O)N3CCCCCC3)cc21	4.7	-5.5	-0.2	-0.6	-0.1	-9.4	-3.3	0.0	0.0
CCCCN(CCNP(=O)(OCC)OCC)CP(=O)(OCC)OCC	0.1	2.4	3.5	-6.5	0.1	22.9	-4.1	-3.1	2.0
CCOC(=O)C(=O)N1CCC(Cc2ccccc2)CC1	-0.3	5.2	0.8	0.6	-0.3	12.5	-3.3	-2.8	0.0
CCN(CC)CCNC(=O)C1(O)c2cc(Br)ccc2NC(=O)N1c1c(F)cccc1F (stereo unspecified)	2.3	-2.8	-2.3	-4.7	0.0	-5.2	1.6	6.5	0.0
Cc1ccc(C(=O)NCc2ccc(F)cc2)cc1NC1=NC2CS(=O)(=O)CC2S1 (stereo unspecified)	1.5	1.6	3.0	-4.2	-0.1	46.4	0.6	-0.1	3.0
Cc1cccc(Cn2cnc3c(sc4nc(C)cc(C)c43)c2=O)c1	0.1	-6.3	1.4	-6.6	0.4	8.0	-3.0	-1.3	0.0
COc1cc(/C=C2/C(=O)ON=C2C)ccc1OCc1cccc(F)c1	1.5	0.7	19.2	2.5	-0.1	39.1	-9.5	-2.5	3.0
COc1cccc(C(=O)NCCC2=CCCCC2)c1	0.2	2.8	-4.1	0.7	0.2	10.5	-0.3	-1.2	0.0
CC(=O)Oc1ccc(N2C(=O)C3C4C=CC(CC4)C3C2=O)cc1[N+](=O)[O-] (stereo unspecified)	4.3	-7.6	6.5	3.7	0.1	-4.4	-1.2	8.3	0.0
CCN(CC)C(=O)CC(c1ccc(F)cc1)c1ccco1 (stereo unspecified)	4.8	15.6	1.9	-3.9	0.3	0.0	1.7	0.5	0.0
O=C(O)c1cccc(Cn2c(Cl)c(/C=N/NC(=O)c3ccccc3Cl)sc2=O)c1	8.9	-0.2	4.5	2.0	0.1	1.0	1.0	-0.3	5.0
C=CCN(CC=C)C(=O)c1cc2ccccc2c(=O)o1	0.1	-1.9	5.0	1.9	0.0	-7.6	-0.5	-1.3	1.0
C#CCSc1nnc(CNS(=O)(=O)c2ccc(Br)cc2)n1C	-2.2	3.0	-0.2	2.8	0.1	-8.6	0.7	5.8	3.0
COc1ccc(N2CCN(CCNC(=O)c3ccc(NC(=O)C4CCCO4)cc3)CC2)cc1 (stereo unspecified)	11.4	-3.6	12.8	1.2	-0.1	5.1	0.9	2.9	2.0
NC(=O)NC(=O)CSc1nc2sc(-c3ccccc3)cc2c(=O)n1-c1ccccc1	8.0	-6.9	7.5	-1.7	-0.1	-4.3	-1.1	1.7	5.0
COc1ccc2nc(SCC(=O)NCc3ccc(F)cc3)[nH]c2c1	0.4	-3.6	-0.5	-3.0	-0.4	8.0	3.7	5.1	2.0
COc1ccc(OCC(=O)Nc2nonc2NC(=O)COc2ccc(OC)cc2)cc1	2.2	-9.4	-2.9	4.0	-0.1	-1.0	0.5	3.6	0.0
CC(C)CNC(=O)/C=C/C(=O)O	4.5	4.6	7.5	1.3	-0.2	4.2	2.7	3.9	0.0
COC(=O)C(=N/Nc1ccccc1C(=O)OC)/C(C)=N/O	4.0	-0.9	9.4	-0.8	0.1	-1.9	0.2	3.3	0.0
Cc1cccc(C)c1NC(=O)C(=O)NCCOc1ccc(Cl)cc1	2.2	-0.6	5.3	2.5	0.2	9.8	-0.3	-0.9	2.0
Cc1ccc(-c2noc(CN3CCCCC3)n2)cc1	9.7	1.6	6.6	0.4	0.2	18.2	1.3	3.3	0.0
O=Cc1c(NCc2ccco2)nc2ccccn2c1=O	6.4	3.4	10.8	-1.2	0.4	-10.7	-4.9	-3.7	2.0
COc1cc(C(=O)OCC(=O)N(C)C)cc(NC(=O)c2ccco2)c1OC	1.5	6.3	4.1	-4.2	-0.1	-11.0	-1.1	0.0	10.0
CCOC(=O)c1[nH]c(C)c(C(=O)Nc2ccccc2C)c1C	0.8	-2.0	5.8	2.2	-0.3	6.5	0.1	7.6	1.0
CN(C)CCCOC(=O)C1c2ccccc2Oc2ccccc21	-1.9	0.8	-6.1	-0.4	0.3	7.5	-2.2	-6.2	1.0
CSc1ncc(Cl)c(C(=O)Nc2ccc(NC(C)=O)cc2)n1	-0.4	-3.7	0.2	-1.7	-0.1	4.6	-12.1	-3.1	0.0
CCc1cccc(CC)c1NC(=O)CO/N=C(\N)CC(=O)NC1CCCCC1	-3.0	-6.4	-8.4	-1.7	-0.1	-4.5	-0.9	-1.3	0.0
CCc1c(C(=O)NCc2ccc3c(c2)OCO3)[nH]c(C)c1C(C)=O	7.2	8.1	7.5	2.0	0.1	14.8	-3.1	8.8	0.0
COc1ccc(Cc2noc(CN3CCC(c4ccncc4)CC3)n2)cc1OC	0.9	-2.9	8.3	-6.7	0.1	-1.7	-1.1	3.7	15.0
O=C(Nc1ccc(O)cc1C(=O)O)c1cccs1	5.2	1.8	2.3	2.1	0.1	-1.2	-1.1	4.7	3.0
COc1ccc(C2CC(c3c(-c4ccccc4)c4cc(Cl)ccc4[nH]c3=O)=NN2C(=O)CCC(=O)O)cc1 (stereo unspecified)	5.5	-7.2	3.1	-6.2	-0.1	19.4	1.5	4.3	4.0
Cc1cc(C(N)=O)nn1-c1c(Cl)cc(Cl)cc1Cl	3.0	1.0	-2.7	-6.5	0.1	20.6	-0.7	-0.5	0.0
CCOC(=O)Cc1csc(NC(=O)CC)n1	-1.2	-3.2	1.0	3.6	0.2	2.1	-0.8	7.0	3.0
Cc1ccc(N2CCN(C(=O)c3ccccc3F)CC2)c(C)c1	-6.9	1.9	-5.0	1.5	0.2	1.6	0.7	5.4	2.0
COc1cc(C(c2sc3nc(C)nn3c2O)N2CCC3(CC2)OCCO3)cc(OC)c1OC (stereo unspecified)	-0.5	-2.2	-6.6	-0.1	0.0	11.7	nt	-2.2	0.0
COC(=O)c1ccc(C2C(C(C)=O)=C(O)C(=O)N2CCO)cc1 (stereo unspecified)	3.1	5.2	-6.2	-4.2	0.0	11.7	0.6	5.9	0.0
O=C(CCN1CCN(S(=O)(=O)c2ccc(Cl)cc2)CC1)Nc1ccccc1F	0.3	1.2	-7.7	0.8	0.0	2.6	nt	6.3	0.0
Cc1cccc(NC(=O)NCc2cccnc2)c1C	2.8	-3.2	-1.2	-9.0	0.0	11.5	-1.2	4.2	0.0
CCCc1nnc(NC(=O)CCC(=O)N2CCN(CCn3c(C)ccc3C)CC2)s1	14.5	-3.9	12.1	2.4	0.1	16.8	-1.8	5.8	0.0
COc1ccc(S(=O)(=O)N2CCN(C(=O)NCc3ccc(C)cc3)CC2)cc1	3.9	-3.1	-2.1	-2.1	0.1	7.0	0.9	1.8	0.0
Cc1ccc([N+](=O)[O-])cc1N=C1C(=O)Nc2ccccc21	0.8	-4.4	-1.6	-4.2	0.2	6.5	0.8	3.8	1.0
COc1ccc2nc(SCC(=O)Nc3ccccc3OC)[nH]c2c1	4.1	6.6	7.0	0.0	0.0	-1.2	-1.8	6.0	2.0
CC(O)c1nc2ccccc2n1Cc1ccccc1 (stereo unspecified)	-0.8	4.5	0.8	1.3	0.0	8.0	1.9	9.2	0.0
O=S1(=O)CCC(=Nc2ccc(Cl)cc2)c2ccsc21	5.6	6.0	4.1	0.3	-0.1	-2.8	0.5	7.3	0.0
COc1cc(C(=O)N2CCN(c3ccccn3)CC2)cc(OC)c1OC	-2.5	2.0	-7.3	-1.1	0.0	14.3	0.2	-0.9	0.0
CC(=O)N1c2ccc(S(=O)(=O)NCCC(=O)NCc3ccc(Cl)cc3)cc2CC1C (stereo unspecified)	-3.2	4.3	-3.4	-1.4	-0.2	4.1	2.0	6.0	3.0
Cc1ccc(/C=C(/C#N)C(=O)NC(C)c2ccccc2)o1 (stereo unspecified)	1.4	-3.4	-17.1	-7.0	-0.1	-2.8	6.4	-0.3	0.0
O=C(Nc1ccnn1C1CCN(Cc2ccccc2OC(F)F)CC1)c1cccnc1	3.3	0.0	5.8	3.6	-0.4	2.4	1.8	-1.5	0.0
O=C(Nc1ccncc1)C1CC1c1ccccc1 (stereo unspecified)	-1.3	3.4	4.8	4.3	0.2	6.7	-0.4	-0.1	0.0
O=C(O)c1cccc(NC(=O)c2cccc(S(=O)(=O)Nc3cccc([N+](=O)[O-])c3)c2)c1	1.6	-3.9	8.4	-2.1	0.1	5.0	-2.4	-1.1	0.0

These rows are one share of the data, so the mix of outcomes need not match the whole.
